Screens (PubChem)
MLL CXXC-DNA inh = blocks binding of human MLL CXXC domain to DNA. Potency, µM (highest dose often 115 µM), for the others: at the highest dose activity change, negative = inhibition, actives largely listed as inhibitors. Q03164. MLL-CXXC / FITC-HOXA9 DNA fluorescence polarization. 290,000 tested, 0.037% active; active = well fitted inhibition curve with a large enough effect in the polarisation, with a control signal flat, not every such curve was filed as active; inconclusive = small, poorly fitted or top-dose-only effect, or effect the other way, or a change in a side signal; inactive = no such curve, though single readings can be large or run the other way; the % refers to the polarisation; also: potency is read from the fitted curve at half-maximal effect
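Fluorescence polarization: 7 uM MLL-CXXC (stock) preincubated 5 min with compounds, then 50 nM fluorescein-HOX-A9 DNA (stock) added; 30 min ambient. Buffer 50 mM Tris-HCl pH 7.5, 50 mM NaCl, 1 mM DTT, 0.05% BSA.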
Menin-MLL TR inh = menin-MLL binding inhibition, Texas Red mutant peptide; O00255; Menin + Texas Red MLL mutant peptide, fluorescence polarization; Potency, µM (series often up to 61.6 µM), without a hit: at the top dose FP activity change, negative = inhibition, usual class: inhibitors; 270,000 tested, 0.23% active; active = well fitted inhibition curve with a large enough effect in the polarisation, with a control signal flat, not every such curve was filed as active; inconclusive = small, poorly fitted or top-dose-only effect, or effect the other way, or a change in a side signal; inactive = no such curve, though single readings can be large or run the other way; the % refers to the polarisation; also: potency is read from the fitted curve at half-maximal effect; % of control where 0% means no effect; many of its hits are not listed in these tables
MBNL1 CUG block = blocks human MBNL1 binding to CUG repeat RNA; Q9NR56; TR-FRET MBNL1-His/biotin-(CUG)12 binding, 665/545 ratio; Potency, µM (doses to about 57.5 µM), for inactives: at the highest dose activity change, negative = inhibition, hits mostly inhibitors; 280,000 tested, 0.036% active; AID 2675; active = well fitted inhibition curve with a large enough effect in the signal ratio, with a control signal flat, not every such curve was filed as active; inconclusive = small, poorly fitted or top-dose-only effect, or effect the other way, or a change in a side signal; inactive = no such curve, though single readings can be large or run the other way; the % refers to the signal ratio; also: potency is read from the fitted curve at half-maximal effect; % is scaled to controls: 0 for no effect and ±100 for the full control effect
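TR-FRET readout: Ex 340 nm, 665/545 nm emission ratio, normalized to buffer-only (basal) and MBNL1-(CUG)12 controls. Complex of MBNL1-His with Biotin-(CUG)12, compounds 92 nM–58 uM, incubated 60 min at room temperature.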
Mito fusion yeast = inhibitors of mitochondrial division or activators of mitochondrial fusion; 320,000 tested, 0.23% active; Potency, µM (titrated, usually from 46.1 µM), without a hit: at the highest dose growth rescue (activation), hits mostly activators; S. cerevisiae fusion-defective mutant growth rescue, CellTiterGlo 48 h;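 also: potency is read from the fitted curve at half-maximal effect; % of control where 0% means no effect; nearly all actives have a fitted effect of over 45% in size; temperature-sensitive fusion mutants such as fzo1-1 at 37 °C on non-fermentable ethanol glycerol medium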
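S. cerevisiae fusion-defective temperature-sensitive mutants (e.g. fzo1-1, mgm1-5) grown 48 h at 37C in YPEG (ethanol/glycerol non-fermentable) medium with 23 nl compound per well; growth rescue read as CellTiterGlo luminescence.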
TSG101-PTAP inh = blocks PTAP/TSG101 interaction to inhibit HIV-1 budding. Potency, µM (doses to about 115 µM), inactives show at the top dose activity change, negative = inhibition, actives largely listed as inhibitors. Fluorescence polarization, FITC-PTAP peptide / Tsg101 binding. 340,000 tested, under 10 active. AID 493005; active = well fitted inhibition curve with a large enough effect in the main read-out, with a control signal flat, not every such curve was filed as active; inconclusive = small, poorly fitted or top-dose-only effect, or effect the other way, or a change in a side signal; inactive = no such curve, though single readings can be large or run the other way; also: potency is read from the fitted curve at half-maximal effect; % of control where 0% means no effect
Target sequence (Q99816 whole entry, looked up): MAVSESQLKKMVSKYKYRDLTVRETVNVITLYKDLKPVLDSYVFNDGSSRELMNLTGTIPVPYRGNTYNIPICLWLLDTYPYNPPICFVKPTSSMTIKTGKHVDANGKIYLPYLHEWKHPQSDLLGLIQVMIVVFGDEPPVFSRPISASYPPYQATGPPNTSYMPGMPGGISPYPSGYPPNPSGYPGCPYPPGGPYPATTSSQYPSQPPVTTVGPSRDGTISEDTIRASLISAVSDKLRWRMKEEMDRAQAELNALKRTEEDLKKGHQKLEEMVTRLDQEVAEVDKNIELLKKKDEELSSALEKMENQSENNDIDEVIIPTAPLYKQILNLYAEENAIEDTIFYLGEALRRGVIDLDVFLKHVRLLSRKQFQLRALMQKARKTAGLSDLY
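Fluorescence polarization binding of Tsg101 binding domain (10 uM final) to FITC-labeled PTAP peptide (50 nM final) in HEPES pH 7.5 buffer with NaCl, Tween 20, EDTA, TCEP. Compounds added before peptide; binding 20 min at RT.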
a7 integrin act = activators of alpha7 integrin expression for muscular dystrophy. Potency, µM (doses to about 38.3 µM), for inactives: at the top dose activation, usual class: activators. AID 624291. alpha7betagal myoblasts, beta-gal FDG fluorescence, 48 h. 350,000 tested, 0.064% active;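 also: potency is read from the fitted curve at half-maximal effect; 100% = response of the positive control SU9516; nearly all actives have a fitted effect of over 60% in size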
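Alpha7betagal+/- myoblasts (passage 13) were plated 16-24 hr, then exposed to compounds (1:260 dilution of DMSO stock) for 48 hours at 37C. After MPER lysis, β-galactosidase reporter activity was read as FDG fluorescence (ex 480/em 540) after 30 minutes.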
AT treatment = potential ataxia-telangiectasia treatment | Potency, µM (highest dose often 57.5 µM), without a hit: at the highest dose activation, usual class: activators | […] A-T fibroblasts, KAP-1 phosphorylation AlphaLISA; neocarzinostatin DNA damage 30 min before lysis | 320,000 tested, 0.19% active; also: potency is read from the fitted curve at half-maximal effect; % of control where 0% means no effect; nearly all actives have a fitted effect of over 45% in size
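ATM-like activity read as KAP-1 phosphorylation via AlphaLISA donor/acceptor antibody pairs after lysis and 6 hr at 25C. Cells were ATM-null patient fibroblasts ([…], hTERT), dosed 60 min, then exposed to the DSB inducer NCS for 30 min.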
TCR act = activates T cell receptor signaling; primary human leukocytes, anti-CD3, IL-2 HTRF, 48 h; Potency, µM (doses to about 9.22 µM), for inactives: at the top dose activation of IL-2 secretion, most hits filed as activators; 330,000 tested, under 10 active; AID 504894; also: % of control where 0% means no effect
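Compounds are tested in HTS on primary human leukocytes co-incubated with a-CD3 beads for 48 hr. IL-2 output is measured by time-resolved FRET.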
S-ASM inh = blocks human secretory acid sphingomyelinase; P17405; placental ASM, HMU-PC fluorogenic substrate, 60 min; Potency, µM (series often up to 57.5 µM), inactives show top-dose activity change, negative = inhibition, hits mostly inhibitors; 340,000 tested, 0.006% active; AID 504937; also: potency is read from the fitted curve at half-maximal effect
Target sequence (P17405 47-631 limits assumed): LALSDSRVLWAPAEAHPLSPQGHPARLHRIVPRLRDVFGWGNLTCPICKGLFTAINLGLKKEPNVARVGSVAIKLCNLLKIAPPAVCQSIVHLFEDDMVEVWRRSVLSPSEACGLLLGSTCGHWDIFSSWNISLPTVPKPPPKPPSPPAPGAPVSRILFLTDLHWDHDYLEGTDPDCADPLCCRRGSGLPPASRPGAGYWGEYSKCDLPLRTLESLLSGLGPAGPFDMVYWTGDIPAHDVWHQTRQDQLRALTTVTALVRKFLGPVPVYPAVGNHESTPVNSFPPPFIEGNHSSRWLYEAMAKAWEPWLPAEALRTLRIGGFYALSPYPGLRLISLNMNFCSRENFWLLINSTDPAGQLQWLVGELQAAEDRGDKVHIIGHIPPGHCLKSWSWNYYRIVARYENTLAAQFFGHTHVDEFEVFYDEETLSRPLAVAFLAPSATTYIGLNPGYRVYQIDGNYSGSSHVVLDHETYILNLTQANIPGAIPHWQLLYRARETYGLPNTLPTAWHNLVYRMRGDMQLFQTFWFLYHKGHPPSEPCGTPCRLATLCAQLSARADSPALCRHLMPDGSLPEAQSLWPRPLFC
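Human placenta-derived ASM enzyme was preincubated with compound for 10 minutes at room temperature, then given fluorogenic substrate HMU-PC0 (9 uM final) for 60 minutes at 37 °C; a pH 10 stop preceded fluorescence reading at Ex 386/Em 447 nm.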
TSHR antagonist = antagonists of human thyroid stimulating hormone receptor | TSHR-expressing cells, TSH-stimulated cAMP HTRF, 2 h; hits give low values | activity change, negative = inhibition, % at 11.5 µM | 330,000 tested, 0.2% active | AID 504810;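 active = activity change below a set negative limit, meaning inhibition stronger than a set level, cut at about -70% in these data; inconclusive = activity change between two set negative limits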; also: % is scaled to controls: 0 for no effect and ±100 for the full control effect
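Inhibition of cAMP made by TSHR-expressing cells under TSH stimulation (4nM final, EC80; 2 h, 37 deg C) is quantified with a one-step lysis HTRF kit, anti-cAMP cryptate versus cAMP-d2.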
Numbers without * were called inactive; ? = inconclusive; nt = no result given; & = joins results of further samples; [ ] = dose if it differs, or a comment. Unless noted, calls follow the shape of the dose curve; as a rule, active = well fitted curve in the direction sought with a large enough effect; inconclusive = small, poorly fitted or top-dose-only effect, or another doubt; inactive = no such curve, though single readings can be large; an effect the other way counts as inactive or inconclusive. These rows are one share of the data (hit frequency here may not be typical).

SMILES	MLL CXXC-DNA inh	Menin-MLL TR inh	MBNL1 CUG block	Mito fusion yeast	TSG101-PTAP inh	a7 integrin act	AT treatment	TCR act	S-ASM inh	TSHR antagonist
CCN(CC(=O)Nc1ccc(N2CCOCC2)cc1)C(=O)c1ccc(C(F)(F)F)cc1	-3%	2%	-2%	4%	0%	8%	-3%	-1%	-1%	-5
CCn1cc(CN2CCC(n3nccc3NC(=O)Cc3ccccc3)CC2)c(C)n1	50%[activator]	nt	-8%	3%	-1%	-26%	6%	-2%	4%	13
O=C(COc1ccc(Cl)cc1Cl)NNC(=O)c1cccnc1	1%	nt	-2%	2%	-3%	5%	9%	3%	2%	nt
NC(=S)N=Nc1c(O)[nH]c2ccccc12	1%	11%	?	-1%	-1%	-1%	-1%	3%	0%	-1
O=[N+]([O-])c1ccc(Nc2cccc3c2[nH]c2c(-c4ccccc4)nccc23)c([N+](=O)[O-])c1	nt	nt	nt	nt	-5%	1%	nt	4%	-16%	nt
CC(C)(C)c1ccc(-n2ncc3c2CCCC3NC(=O)C2=NNC(=O)CC2)cc1 (stereo not drawn)	-3%	-22%	-5%	9%	1%	-16%	1%	1%	-4%	-15
COc1ccc(-c2[nH]ncc2CNC(C)c2ccccc2Cl)cc1F (stereo not drawn)	2%	-3%	15%	-1%	-2%	-18%	-1%	-8%	6%	-5
CCOC(=O)C1=C(C)NC(C)=C(C(=O)OCC)C1C(=O)OCC(=O)N1c2ccccc2CC1C (stereo not drawn)	-23%	-18%	-2%	-2%	-9%&-3%	-18%&-5%	nt	2%&-3%	39%&29%[activator]	2
O=C(CCN1C(=O)COc2ccccc21)NCCCN1CCN(c2ccccc2F)CC1	0%	7%	4%	-2%	-5%	3%	-5%	11%	3%	11
CC(=O)Nc1cccc(C2=CC(c3ccco3)n3ncnc3N2)c1 (stereo not drawn)	?	0%	?	0%	nt	nt	-4%	nt	nt	10
[N-]=C=C1C(=S)NC(=O)[C@H]([n+]2ccccc2)[C@H]1c1ccc(Cl)cc1	-1%	nt	nt	-2%	0%	25%	2%	-3%	1%	37
CC(NC(=O)NC1CCCCC1)C(c1cccs1)N1CCN(C)CC1 (stereo not drawn)	-1%	-2%	1%	-5%	-2%	-12%	2%	6%	3%	-4
CC(=O)Nc1cccc(NC(=O)c2sc3ncn(CC(=O)N4CCCCC4)c(=O)c3c2C)c1	-3%	-13%	?	1%	-8%	2%	-4%	-10%	5%	13
Cc1ccc2nc(SCC(=O)Nc3nonc3N)[nH]c2c1	-3%	-7%	-4%	-2%	0%	-1%	4%	0%	-1%	9
COc1ccc([N+](=O)[O-])c(OC)c1C(=O)NC(=O)Nc1nc(C)cc(C)n1	5%	nt	nt	1%	1%	-10%	-2%	-8%	4%	-2
CN1CCN(CCCn2cnc3c(=O)oc4ccccc4c32)CC1	-5%	-12%	-2%	-2%	-5%	-4%	14%	-4%	3%	-7
Cc1cccc(NCc2ccc([N+](=O)[O-])s2)c1	6%	30%[activator]	?	0%	-1%	-49%[inhibitor]	-3%	nt	-1%	-17
O=C(Nc1nccs1)C1CC(=O)N(Cc2ccco2)C1 (stereo not drawn)	0%	-8%	-2%	-5%	-2%	11%	-3%	-3%	-1%	9
CCCN(CC(=O)c1cc(C)n(C)c1C)S(=O)(=O)c1cccc(C(F)(F)F)c1	-3%	10%	10%	2%	-5%	3%	2%	1%	-2%	-6
Oc1ccccc1-c1cc(-c2ccccc2)n[nH]1	nt	nt	nt	nt	2%	-10%	2%	-5%	-2%	-22
CC#CCc1cc2ccccc2c(=O)o1	2%	nt	0%	2%	-3%	-7%	-11%	-1%	-4%	0
CCN(CC)c1ccc(CNc2nc3ccccc3n2CCN2CCOCC2)cc1	4%	?	-9%	-11%	1%	-42%	-2%	-1%	-2%	3
Fc1nc(N2CCCC2)c(F)c(Oc2ccccc2Oc2c(F)c(F)nc(N3CCCC3)c2F)c1F	-8%	-13%	-1%	1%	-6%	-5%	-2%	-3%	1%	19
O=C(N/N=C/c1cccc([N+](=O)[O-])c1)C1COc2ccccc2O1 (stereo not drawn)	-12%	-3%	?	14%	-4%	10%	2%	5%	-1%	-9
CCOC(=O)c1c(C)[nH]c(C(=O)COC(=O)CNS(=O)(=O)c2ccc(C)cc2)c1C	nt	nt	nt	-4%	2%	0%	-2%	4%	-10%	10
COc1cc(C(C)=O)ccc1OCc1cc(C(=O)N2CCSCC2)no1	-5%	0%	-4%	0%	-1%	10%	13%	1%	1%	-1
COc1ccc(N(CC(=O)N2CCN(C)CC2)S(C)(=O)=O)cc1OC	4%	7%	-8%	-1%	-2%	12%	0%	nt	0%	1
CCn1c(=O)cc(OCC(=O)NCCC(C)C)c2ccccc21	4%	2%	2%	-1%	-3%	12%	9%	-5%	0%	5
CCCC(=O)Nc1ccc(NC(=O)CCc2ccccc2)cn1	-5%	12%	7%	-1%	-11%	-52%[inhibitor]	2%	-10%	2%	-2
CCN(CC)S(=O)(=O)c1cccc(NC(=O)COc2ccc(Cl)cc2Br)c1	4%	25%	-4%	1%	0%	-34%	-4%	1%[46.1 µM]	0%	-25

3 entries from above, ordered by heavy-atom count, descending.
SMILES	MLL CXXC-DNA inh	Menin-MLL TR inh	MBNL1 CUG block	Mito fusion yeast	TSG101-PTAP inh	a7 integrin act	AT treatment	TCR act	S-ASM inh	TSHR antagonist
Fc1nc(N2CCCC2)c(F)c(Oc2ccccc2Oc2c(F)c(F)nc(N3CCCC3)c2F)c1F	-8%	-13%	-1%	1%	-6%	-5%	-2%	-3%	1%	19
CCN(CC)c1ccc(CNc2nc3ccccc3n2CCN2CCOCC2)cc1	4%	?	-9%	-11%	1%	-42%	-2%	-1%	-2%	3
O=C(N/N=C/c1cccc([N+](=O)[O-])c1)C1COc2ccccc2O1 (stereo not drawn)	-12%	-3%	?	14%	-4%	10%	2%	5%	-1%	-9

(cont.)
SMILES	MLL CXXC-DNA inh	Menin-MLL TR inh	MBNL1 CUG block	Mito fusion yeast	TSG101-PTAP inh	a7 integrin act	AT treatment	TCR act	S-ASM inh	TSHR antagonist
COC(=O)c1c(NC(=O)COC(=O)Cn2cnc3ccccc32)sc(C)c1C	-1%	-2%	-5%	-4%	-7%	-13%	11%	-1%	-1%	0
Cc1ccc(S(=O)(=O)N2CCCCC2)cc1NC(=O)C1CC(=O)N(Cc2ccco2)C1 (stereo not drawn)	nt	nt	nt	-8%	-2%	0%	-20%	5%	1%	2
CN(C)C(=O)c1cc(Br)ccc1Cl	12%	7%	0%	-1%	-9%	2%	3%	-1%	2%	9
CCC(=O)c1cc2c(C)cc(=O)oc2c(C)c1OC(C)=O	-1%	1%	6%	-1%	-1%	26%	2%	-1%[46.1 µM]	51%[activator]	11
N#Cc1c(C(F)(F)F)cc(-c2ccccc2)nc1SCC(=O)Nc1sc2c(c1C#N)CCC2	11%	17%	0%	-2%	-1%	22%	-1%	5%	-1%	8
COc1ccccc1N1CCN(c2cnccn2)CC1	-9%	4%	-6%	10%	-10%	9%	-1%	-5%	-2%	-2

In the list so far, 6 have fluorine:
SMILES	MLL CXXC-DNA inh	Menin-MLL TR inh	MBNL1 CUG block	Mito fusion yeast	TSG101-PTAP inh	a7 integrin act	AT treatment	TCR act	S-ASM inh	TSHR antagonist
CCN(CC(=O)Nc1ccc(N2CCOCC2)cc1)C(=O)c1ccc(C(F)(F)F)cc1	-3%	2%	-2%	4%	0%	8%	-3%	-1%	-1%	-5
COc1ccc(-c2[nH]ncc2CNC(C)c2ccccc2Cl)cc1F (stereo not drawn)	2%	-3%	15%	-1%	-2%	-18%	-1%	-8%	6%	-5
O=C(CCN1C(=O)COc2ccccc21)NCCCN1CCN(c2ccccc2F)CC1	0%	7%	4%	-2%	-5%	3%	-5%	11%	3%	11
CCCN(CC(=O)c1cc(C)n(C)c1C)S(=O)(=O)c1cccc(C(F)(F)F)c1	-3%	10%	10%	2%	-5%	3%	2%	1%	-2%	-6
Fc1nc(N2CCCC2)c(F)c(Oc2ccccc2Oc2c(F)c(F)nc(N3CCCC3)c2F)c1F	-8%	-13%	-1%	1%	-6%	-5%	-2%	-3%	1%	19
N#Cc1c(C(F)(F)F)cc(-c2ccccc2)nc1SCC(=O)Nc1sc2c(c1C#N)CCC2	11%	17%	0%	-2%	-1%	22%	-1%	5%	-1%	8
